Growth percent in the NCI-60 one-dose screen (48 h, 10 µM unless noted): 100 = growth as untreated, 0 = no growth, -100 = all killed.
NCI/ADR-RES: NCI/ADR-RES ovarian cells; AID 1794790; 4.4% of 81,000 active
HCT-116: HCT-116 colon cancer | 7.3% of 82,000 active
NCI-H522: NCI-H522 lung cancer. AID 1794739. 8% of 78,000 active
NCI-H460: NCI-H460 lung cancer; 6.8% of 82,000 active; AID 1794736
NCI-H226: NCI-H226 lung cancer; 3.5% of 79,000 active; AID 1794732
NCI-H23: NCI-H23 lung cancer; 4% of 80,000 active; AID 1794731
NCI-H322M: NCI-H322M lung cancer; 2.7% of 80,000 active; AID 1794733
HCT-15: HCT-15 colon cancer; 5.2% of 82,000 active; AID 1794746
COLO 205: COLO 205 colon cancer; 7.3% of 79,000 active; AID 1794742
Active calls of the source: *; . = not tested or not shown; & = joins results of further samples. How the source made its calls: active means growth percent below 10; inactive means the rest. Some of the compounds tested (hit frequency here may not be typical).

SMILES	NCI/ADR-RES	HCT-116	NCI-H522	NCI-H460	NCI-H226	NCI-H23	NCI-H322M	HCT-15	COLO 205
O=C1CC[C@@]2(O)[C@H]3Cc4ccc(O)c5c4C2(CCN3CC2CC2)[C@H]1O5	104.7	99.3	99.9	114.3	101.1	100.3	97.7	105.2	107.1
CC(=O)C(N)Cc1ccccc1 (configuration not stated)	99.4	86.3	91.7	.	.	98.3	105.8	103.4	97.8
O=Cc1cn(Cc2ccc(Cl)cc2)c2ccccc12	90.6	63.2	93.4	5.0*	-26.9*	84.9	82.5	89.7	22.0
CCN(CC)CC(O)c1ccccc1 (configuration not stated)	107.3	101.2	104.7	110.4	95.9	102.7	117.3	100.1	112.7
CC1=C2C(=C[C@@](C)(COC(=O)c3ccc(S(=O)(=O)F)cc3)[C@@H]2O)C(=O)[C@](C)(O)C12CC2	-3.7*	-4.4*	-64.5*	-33.3*	-24.4*	-32.2*	-5.8*	-20.2*	-58.5*
CC1=C2[C@@H](CC1)[C@]1(C)O[C@@](C3CC3)(C[C@H]1O)[C@H]2OC(=O)/C=C/c1ccccc1	97.7	86.7	79.6	102.3	83.5	104.9	106.1	88.6	97.8
CC1CC2(C)C(=CC1=O)CCC1C3CCC(C)(O)C3(C)CC(O)C12F (configuration not stated)	98.6	97.2	95.4	108.5	99.1	104.8	99.8	99.7	106.6
O=C(CCc1ccco1)NC1CCN(CC2(c3ccc(Cl)cc3)CCC2)CC1	7.0*	7.9*	-22.2*	3.8*	.	-22.6*	34.7	18.7	-30.0*
CCCCOCCOC(=O)CCN1CC1	.	111.0	100.1	109.9	102.0	102.3	112.1	100.4	114.7
O=S(Cl)C(Cl)=C(Cl)Cl (configuration not stated)	102.9	106.2	102.3	99.1	98.1	103.9	101.2	97.6	100.4
O=C(Nc1cccc(S(=O)(=O)F)c1)Oc1ccc([N+](=O)[O-])cc1	102.8	100.7	99.6	112.3	101.0	96.8	122.4	95.6	119.7
COc1cc(C=C2c3ccccc3C(=O)c3ccccc32)ccc1OCCCCOc1cc2c(cc1OC)C(=O)N1CCCC1C=N2 (configuration not stated)	6.1*	-85.3*	-53.1*	-77.0*	-66.4*	-52.7*	13.3	-75.6*	-93.9*
N#Cc1ccc(O)cc1	112.0	107.8	86.4	101.2	93.0	109.1	104.4	101.8	114.9
O=C1NC(=O)C(O)(O)C(=O)N1	107.1	101.3	82.2	108.4	102.6	104.4	102.9	105.8	108.2
CN(C)CCc1ccc([N+](=O)[O-])cc1	100.5	97.1	92.9	109.1	92.4	89.3	100.6	97.2	108.7
CNC(=O)Oc1ccc([N+](C)(C)C)c2c1CCCC2	110.1	100.3	101.6	104.3	95.4	107.7	108.0	104.3	109.5
O=C(C(=O)N1CCCC1)c1cn(Cc2ccc(Cn3cc(C(=O)C(=O)N4CCCC4)c4ccccc43)cc2)c2ccccc12	85.3	80.0	59.2	85.6	75.8	84.0	96.5	72.5	104.0
CC(c1c(Cl)cccc1Cl)n1cc(C(N)=O)nn1 (configuration not stated)	97.5	104.2	92.4	97.9	93.3	96.4	104.7	94.7	119.3
C[C@]12CC(C=O)=CC[C@@H]1CC[C@@H]1[C@@H]2CC[C@]2(C)[C@@H](O)CC[C@@H]12	94.1	103.4	88.9	100.6	101.6	97.8	100.4	99.8	110.6
O=C1NC(=S)NC(=O)C1=Cc1cccnc1	97.1	107.7	105.7	107.5	101.3	94.3	116.5	98.3	101.9
COc1cc2c(cc1OC)[C@H]1CCCN1CC2	102.9	101.0	93.1	107.3	85.2	98.9	99.9	103.6	114.6
O=[N+]([O-])c1cccc(C(Cl)Cl)c1	101.6	101.8	.	103.0	100.1	107.1	111.8	103.1	104.4
CC(Cc1ccc(O)cc1)NCc1ccccc1 (configuration not stated)	98.6	101.7	100.1	106.0	97.4	98.5	99.3	98.3	106.4
CNP1(NC)=NP(NC)(NC)=NP(c2ccccc2)(c2ccccc2)=N1	100.3	97.4	68.8	111.4	97.2	97.5	83.6	101.2	100.2
NCC(=O)c1ccc(O)c(O)c1	96.1	94.9	77.0	102.4	94.3	98.9	84.3	104.7	100.2
Cc1ccccc1N1CCN(CCC#N)CC1	101.4	94.0	83.6	97.4	96.7	94.7	99.3	101.0	117.1
CCOP(=O)(NC[C@H]1O[C@](O)(CO)[C@@H](O)[C@@H]1O)OCC	100.0	95.6	88.3	104.9	75.9	97.4	112.0	100.1	101.6
O=C(CCN1CC1)OCCOC(=O)CCN1CC1	107.9	97.7	100.8	126.1	99.9	102.8	107.1	100.0	104.0
NC1C[C@H]1c1ccccc1 (some centres not stated)	104.6	104.7	104.1	110.5	116.3	105.2	100.6	105.0	96.9
CCCC[C@H]1C(=O)O[C@H](C)[C@H](NC(=O)c2cccc(NC=O)c2O)C(=O)O[C@@H](C)[C@@H]1OC(=O)CC(C)C	1.1*	20.8	51.2	19.9	44.1	42.0	66.3	39.9	42.2
CC(C)(N)C(O)c1ccccc1 (configuration not stated)	107.2	103.9	69.4	109.4	109.7	103.2	99.2	100.2	107.2
CCCCCCCCCCC(C(=O)c1ccccc1)N1CCOCC1 (configuration not stated)	91.8	91.6	89.8	101.0	88.9	90.7	105.1	111.2	100.8
CC(=O)c1cc2c(cc1C)C(C)(C)C(C)CC2(C)C (configuration not stated)	105.6	82.3	88.1	109.5	100.5	98.0	110.8	101.9	101.5
CCC(O)(CN)c1ccccc1 (configuration not stated)	104.9	99.8	79.2	106.8	92.4	100.6	102.3	103.1	102.1
CP(C)(=S)P(C)(C)=S	101.4	92.4	85.1	106.4	102.7	107.3	96.3	98.0	111.3
O=C1NC(=S)NC(=O)C1=Cc1cn(-c2ccccc2)nc1-c1cc2ccccc2o1	87.5	52.5	88.4	94.3	85.2	85.5	89.1	55.4	.
CC1(c2ccccc2)C(=O)NC(=O)NC1=O	106.5	102.0	85.5	112.5	102.2	99.8	96.6	98.8	115.9
CC1(C)CC(=O)CC(C)(C)N1O	111.4	103.4	107.2	112.8	112.8	109.6	.	109.6	108.3
CCCCCC(O)C1C(=O)OC(C)C(O)/C=C/C=C/C=C/C=C/C=C(\C)C(O)C(O)C(O)CC(O)CC(O)CC(O)CC(O)CC1O (configuration not stated)	100.5	86.0	90.9	115.5	99.3	103.0	96.1	106.0	120.0
CCOC(=O)C(NC(=O)C(Cc1ccc(N(CCCl)CCCl)cc1)NC(C)=O)C(C)C (configuration not stated)	88.0	77.2	64.1	49.9	90.8	81.0	95.4	94.9	66.5
CC(C)OC(=O)[C@H](C)NP(=O)(Oc1cccc2ccccc12)C1CCCN(O)C1=O (some centres not stated)	82.3	88.1	59.6	.	98.4	97.1	71.3	46.6	57.7
O=c1oc2ccccc2c2c1C(c1coc3ccccc3c1=O)c1c(c3ccccc3oc1=O)O2	103.0	101.6	.	110.5	119.0	98.0	96.2	101.9	105.7
COc1nc2ccccc2nc1N1CC1	94.5	105.4	100.9	103.1	95.9	91.4	109.9	100.7	116.7
Cc1cc(Cl)ccc1S(=O)(=O)F	99.7	104.5	91.3	115.2	101.4	103.3	97.7	98.1	101.2
CC1CC2(CO)C(CCC3C4CCC(O)C4(C)CCC32)CC1=O (configuration not stated)	104.3	96.7	91.6	104.8	115.0	100.8	86.3	102.5	108.2
S=c1[nH]c(=S)c2c3c([se]c2[nH]1)CCCCC3	98.5	92.4	96.3	100.7	87.8	85.7	99.4	94.7	114.2
CC(C)(CCO[N+](=O)[O-])C(=O)O	100.5	100.2	91.3	105.3	89.2	94.8	101.7	105.4	106.7
Cc1ccc(C(=O)O)cc1S(=O)(=O)F	99.5	99.6	84.3	102.5	98.2	97.5	85.6	91.3	111.3
O=C(/C=C/c1ccc(OC(F)(F)F)cc1)c1nc2ccccc2n1Cc1ccc(F)cc1	91.4	55.6	88.2	74.9	90.9	86.4	88.0	60.8	105.0
COc1cc(OC)c(S(=O)(=O)N(CCCl)CCCl)cc1C(=O)/C=C/c1ccc(Cl)cc1	52.3	49.2	83.5	77.7	78.9	.	71.9	31.6	101.2
Cc1cc2c(cc1-c1ccnc(/C=C/C(=O)O)c1)C(C)(C)CCC2(C)C	87.8	75.1	76.2	85.3	78.8	88.1	106.1	86.1	124.3
Cc1cccc(OP(=O)(Oc2cccc(C)c2C)Oc2cccc(C)c2C)c1C	87.9	71.9	83.7	103.1	98.1	.	85.8	88.5	109.2
O=C(COc1ccc([N+](=O)[O-])cc1)Nc1ccc(S(=O)(=O)F)cc1	99.3	89.5	75.8	104.6	78.5	83.6	98.8	92.4	101.1
CCOc1cc(C=C(C#N)C#N)cc(Br)c1O	103.6	99.2	100.2	102.4	105.9	99.0	98.1	101.7	102.6
O=S(=O)(F)c1ccc(N=C=S)cc1	103.9	105.0	.	101.7	95.1	95.4	99.4	94.1	99.6
Cc1ccc(O)c(CN2CCC3CCC(C3)C2)c1 (configuration not stated)	104.1&101.0	105.9&100.0	96.1&95.8	106.7&112.5	105.2	102.5&96.8	111.8	102.9&104.5	103.3&101.8
C=CCNP(=O)(OCC)OCC	97.6	100.8	97.6	97.5	97.2	88.4	105.2	110.1	122.1
COc1ccccc1-n1c(C)nc2ccccc2c1=O	103.6	102.9	85.0	108.8	102.8	102.9	103.5	107.5	108.5
ClCCN1CCCCCC1	105.1	96.5	101.3	104.7	104.2	104.9	94.3	98.7	121.6
C[C@]12Cc3cn[nH]c3C=C1CC[C@@H]1[C@@H]2CC[C@@]2(C)[C@H]1CC[C@]2(C)O	64.2	67.7	61.7	107.5	100.6	92.3	92.0	50.1	80.5

Quoted from the entries so far, 2 compounds:
SMILES	NCI/ADR-RES	HCT-116	NCI-H522	NCI-H460	NCI-H226	NCI-H23	NCI-H322M	HCT-15	COLO 205
CC(C)OC(=O)[C@H](C)NP(=O)(Oc1cccc2ccccc12)C1CCCN(O)C1=O (some centres not stated)	82.3	88.1	59.6	.	98.4	97.1	71.3	46.6	57.7
O=c1oc2ccccc2c2c1C(c1coc3ccccc3c1=O)c1c(c3ccccc3oc1=O)O2	103.0	101.6	.	110.5	119.0	98.0	96.2	101.9	105.7

Remaining list, next part:
SMILES	NCI/ADR-RES	HCT-116	NCI-H522	NCI-H460	NCI-H226	NCI-H23	NCI-H322M	HCT-15	COLO 205
N#CSCC1CC(O)(c2cn(C(=O)c3ccc(Cl)cc3)c3ccccc23)C(=O)O1 (configuration not stated)	101.2	99.5	98.1	109.1	94.5	101.1	98.8	104.7	115.7
CC(=O)[O][Hg][c]1c(C)c(C)cc(C)c1C	78.1	-98.8*	-96.4*	-16.7*	-5.8*	-45.3*	3.3*	-39.6*	-9.4*
Cc1cc2c(cc1C)NP(=S)(c1ccccc1)N2	109.9	96.4	92.1	109.7	.	102.6	103.9	113.3	103.0
N#CCN(CC#N)[N+](=O)[O-]	109.8	96.8	94.4	103.9	97.9	109.2	110.2	107.9	110.1
CCCC1OP(=O)(N2CC(C)N(P3(=O)OCC(CC)C(CCC)O3)CC2C)OCC1CC (configuration not stated)	113.3	117.1	82.9	105.6	110.9	111.0	115.0	103.3	103.3
Cc1ccc(OC(=O)Cc2ccccc2)cc1	115.2	114.2	101.6	117.6	111.6	108.0	122.9	110.8	.
NP(=O)(Oc1ccccc1)Oc1ccccc1	99.1	106.9	95.1	124.8	104.3	102.0	98.7	112.0	114.5
CC(C)OP(=S)(OC(C)C)SC(=O)N(C)C	109.7	101.9	103.1	114.3	124.9	102.6	111.4	112.7	108.7
CC1=C(C)C(=O)OC([C@@](C)(O)[C@]2(O)CC[C@@]3(O)C4C[C@@H](O)[C@@]5(O)CC=CC(=O)[C@]5(C)C4CC[C@]23C)C1 (some centres not stated)	100.4	98.4	57.2	96.9	106.9	.	95.2	98.3	90.8
O=C(O)Cc1ccccc1	95.9	111.1	91.5	104.8	97.5	103.2	105.3	101.7	96.6
CN(C)C1=NC(=O)C(c2ccccc2)O1 (configuration not stated)	100.3	110.3	96.2	103.2	93.6	99.2	112.9	113.9	140.6
CCOC(=O)c1ccc(CCl)o1	103.6	108.6	97.5	106.1	100.8	99.8	96.2	102.3	110.5
O=PO	116.0	103.2	.	103.1	114.2	119.3	125.9	103.4	121.1
N=Cc1c(O)n(-c2ccccc2)c(=O)n(-c2ccccc2)c1=O	111.5	103.2	99.9	116.0	109.8	107.2	121.0	100.1	121.1
ClC1(Cl)C(c2ccccc2)N1c1ccccc1 (configuration not stated)	112.2	109.3	.	104.3	113.6	83.4	99.3	87.7	125.2
CN(C)P(=O)(N(C)C)N1CC1	88.7	103.1	.	109.0	100.2	101.1	104.7	92.0	108.5
CC(C)N=C([Se])NC(=O)c1cccs1	-27.0*	13.3	41.1	0.6*	64.6	-33.4*	-2.7*	34.9	84.7
O=C1NC(=O)C(=CCc2ccccc2)C(=O)N1	105.9	101.9	97.6	116.6	110.1	103.3	101.1	109.7	108.3

Profiles from above. Values in the order: NCI/ADR-RES | HCT-116 | NCI-H522 | NCI-H460 | NCI-H226 | NCI-H23 | NCI-H322M | HCT-15 | COLO 205
`CCOC(=O)c1ccc(CCl)o1` is listed with 103.6 | 108.6 | 97.5 | 106.1 | 100.8 | 99.8 | 96.2 | 102.3 | 110.5
`N#CSCC1CC(O)(c2cn(C(=O)c3ccc(Cl)cc3)c3ccccc23)C(=O)O1` (configuration not stated) is listed with 101.2 | 99.5 | 98.1 | 109.1 | 94.5 | 101.1 | 98.8 | 104.7 | 115.7
`CC(C)N=C([Se])NC(=O)c1cccs1` is listed with -27.0* | 13.3 | 41.1 | 0.6* | 64.6 | -33.4* | -2.7* | 34.9 | 84.7
`N=Cc1c(O)n(-c2ccccc2)c(=O)n(-c2ccccc2)c1=O` is listed with 111.5 | 103.2 | 99.9 | 116.0 | 109.8 | 107.2 | 121.0 | 100.1 | 121.1
`ClC1(Cl)C(c2ccccc2)N1c1ccccc1` (configuration not stated) is listed with 112.2 | 109.3 | . | 104.3 | 113.6 | 83.4 | 99.3 | 87.7 | 125.2

Screening data (PubChem)
